# Bioassay records: PubChem, Fisher Drug Discovery Resource Center
# mcGAS RapidFire: inhibitors of mouse cGAS. Q8C6L5. recombinant mouse cGAS, cGAMP by RapidFire MS. inhibition, % at 12.5 µM. 0.18% of 130,000 active. AID 1259397;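 active = inhibition of cGAS enzyme activity at or above 60%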;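 note: enzyme stimulated by 45 bp dsDNA with ATP and GTP substrates; cGAMP share of summed cGAMP plus half ATP and half GTP signals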
# Target sequence (Q8C6L5 whole entry, looked up): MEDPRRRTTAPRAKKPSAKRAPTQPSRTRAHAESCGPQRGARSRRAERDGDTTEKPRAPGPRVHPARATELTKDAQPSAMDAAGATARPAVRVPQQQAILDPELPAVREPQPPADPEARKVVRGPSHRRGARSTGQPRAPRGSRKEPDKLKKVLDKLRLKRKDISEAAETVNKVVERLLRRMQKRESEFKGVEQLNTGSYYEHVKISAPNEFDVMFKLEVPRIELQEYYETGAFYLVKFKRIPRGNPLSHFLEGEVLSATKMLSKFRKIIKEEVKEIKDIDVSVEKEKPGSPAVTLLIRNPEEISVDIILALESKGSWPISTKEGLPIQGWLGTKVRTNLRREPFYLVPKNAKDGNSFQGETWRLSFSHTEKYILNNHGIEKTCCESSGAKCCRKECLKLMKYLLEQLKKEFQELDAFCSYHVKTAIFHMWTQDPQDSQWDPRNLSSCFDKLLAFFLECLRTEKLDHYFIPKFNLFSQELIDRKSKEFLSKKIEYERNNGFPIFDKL
# An asterisk follows results filed as active; & = joins results of further samples. A portion of the library, so the mix of outcomes need not match the whole.
SMILES,mcGAS RapidFire
c1ccc(C2CCCCN2Cc2ccc3c(c2)OCCO3)nc1 (stereo unspecified),-1
CN(CC(O)c1ccccc1F)C(c1ccccc1)c1ccccc1 (stereo unspecified),5
C#CCN(Cc1ccco1)C(=O)CC1(c2ccccc2OC)CC(=O)N(C)C1=O (stereo unspecified),-14
CC(COc1ccccc1Cc1ccccc1)N1CCCCC1 (stereo unspecified),-9
C=c1ccsc1=C1N=C(NC(=O)/C=C/c2ccncc2)NN1,31
COc1ccc(C(C)(C)CNC(=O)N2CCCC2)cc1OC,-22
Cc1nn(C)c(C)c1C(C)NC(=O)c1cc(-c2ccc(O)cc2)n[nH]1 (stereo unspecified),-5
Clc1cc2c(cc1Br)OCCN2Cc1ccccn1,-9
Cc1cc(-n2c(C)cc(C(=O)CN3C(=O)NC4(CCC(C)CC4)C3=O)c2C)no1 (stereo unspecified),-12
C=CCC1NCCc2c(Br)cccc21 (stereo unspecified),-24&-14
COc1ccc(-n2c(C)c[n+]3c2CCc2ccccc2-3)cc1,47
NC(=O)CCSc1ncnc2sc3c(c12)CCCC3,-3
Cc1ccc(C2c3cccn3CCCN2Cc2ccccc2O)cc1 (stereo unspecified),3
C=CCN1CCN(c2cc(OC)ccc2OC)C(=O)C1C (stereo unspecified),-11
COc1cccc(NC(=O)NCC(c2ccc(N(C)C)cc2)N2CCc3ccccc3C2)c1OC (stereo unspecified),-3
CC1CN(C2CCN(C(=O)CN(C)c3cnccn3)CC2)CCO1 (stereo unspecified),-11
CCc1ccc2c(CSc3nncn3C(C)C)cc(=O)oc2c1,-2
CCOc1cccc(C=C2N=C(c3ccccc3F)OC2=O)c1OC(F)F,-9
O=C(Cc1ccc2c(c1)OCO2)N1CCc2[nH]nc(-c3ccccc3F)c2C1,-5
Cn1c(=O)c2[nH]c(-c3cccc4ccccc34)c(O)c2n(C)c1=O,-5
Cc1nc2ccccn2c(=O)c1NC(=O)C(C)(C)C,12
O=C(Cc1csc(Nc2ccc(OC(F)(F)F)cc2)n1)NCC1CCCO1 (stereo unspecified),-6
O=C(c1cn(CCCc2ccccc2)nn1)N1CCN(c2ncccn2)CC1,12
CN(C)C(=O)N1CCC(C(=O)N2CCOC(Cc3cccc4ccccc34)C2)CC1 (stereo unspecified),-13
Cc1cc(=O)n2c(n1)SCC2CC(=O)NCCC(c1ccccc1)c1ccccc1 (stereo unspecified),-8
Cc1onc(-c2ccccc2)c1C(=O)NC1C(=O)N2C1SC(C)(C)C2C(=O)O (stereo unspecified),-12
COc1ccc(S(=O)(=O)Nc2ccc(Br)cc2Br)cc1OC,-5
COCC(C)NC(=O)c1ccc(CSC)cc1 (stereo unspecified),-1
Brc1ccc(C=NN=C2CC(c3ccccc3)N=N2)o1 (stereo unspecified),-7
COC(=O)c1ccc(/C=C(/Cl)c2nc3ccccc3c(=O)o2)cc1,17
Cc1cc(C)c2c(N)c(-c3cc(=O)oc4cc5c(cc34)CCC5)sc2n1,-7
O=C(CCl)N(Cc1ccco1)C12CC3CC(CC(C3)C1)C2,2
C=C(C)Cn1c(SCC(=O)Nc2ccc(O)cc2)nc2sc3c(c2c1=O)CCC3,0
O=C(/C=C/c1cccs1)N1CCCC(Nc2ccc3c(c2)OCCO3)C1 (stereo unspecified),0
Cc1c(C(=O)N(C)Cc2ccc(F)cc2)sc(=O)n1Cc1cccc(F)c1,-7
O=C(CCc1nc2ccccc2[nH]1)N1CCCN2CCC[C@H]2C1,-5
CCC(NC(=O)N1CC(C)c2ccccc21)c1c(C)nn(C)c1C (stereo unspecified),-5
CC(=O)N1CCN(C(=O)CN2C(=O)NC3(CCCCCC3)C2=O)CC1,-11
COc1ccc(CCc2nnc(CCC(=O)NCCc3ccco3)o2)cc1,-6
c1nc2c(c(NCc3ccc4nsnc4c3)n1)CCNC2,-13
Cc1ccc(S(=O)(=O)NC(=O)C2(C)CCN2C(=O)Cc2ccc(Cl)cc2Cl)nc1 (stereo unspecified),-3
N#Cc1ccc(COC(=O)C2CC(=O)N(CCc3ccccc3)C2)cc1 (stereo unspecified),0
O=C(NC1CCN(c2ccccc2C(=O)N2CCN(C(=O)C3CCCO3)CC2)CC1)c1cccs1 (stereo unspecified),4
O=C(CC1c2ccccc2CCc2ccccc21)NCCCO,-7
COc1ccc(Nc2nc(NCc3ccc4c(c3)OCO4)nc3nccnc23)cc1,-10

# As entered above:
# Entry of Cc1c(C(=O)N(C)Cc2ccc(F)cc2)sc(=O)n1Cc1cccc(F)c1 under mcGAS RapidFire: -7
# Entry of O=C(CCc1nc2ccccc2[nH]1)N1CCCN2CCC[C@H]2C1 under mcGAS RapidFire: -5
# Entry of O=C(CC1c2ccccc2CCc2ccccc21)NCCCO under mcGAS RapidFire: -7
# Entry of Cc1cc(C)c2c(N)c(-c3cc(=O)oc4cc5c(cc34)CCC5)sc2n1 under mcGAS RapidFire: -7
# Entry of C=C(C)Cn1c(SCC(=O)Nc2ccc(O)cc2)nc2sc3c(c2c1=O)CCC3 under mcGAS RapidFire: 0

# (next part)
SMILES,mcGAS RapidFire
CC1CCC(CC(=O)N2CCCC2c2nnc3c(C(F)(F)F)cccn23)CC1 (stereo unspecified),-7
Cc1ccccc1-c1cnc(C(O)c2ccc(C(C)(C)C)cc2)[nH]1 (stereo unspecified),-8
COc1cc(C(=O)Nc2nc(C)cs2)c([N+](=O)[O-])c(OC)c1OC,-16
CC(C)c1ccc(CN2CCN(CC(=O)Nc3c(F)c(F)c(F)c(F)c3F)CC2)cc1,-6
CC1CN(C(=O)NCCNc2ncc(Cl)cc2Cl)CC(C)(C)O1 (stereo unspecified),-9
COc1cccc(C(=O)Nc2ccc3c(c2)OCCCO3)c1,-16
CNS(=O)(=O)c1cc(C(=O)Nc2ccc3nc(C)sc3c2)n(C)c1,-3
Clc1cccc(NC2CCOCC2)c1N1CCCC1,4
Cc1ccc(-c2nnc(NC(=O)C3CCCN(S(C)(=O)=O)C3)o2)cc1C (stereo unspecified),9
Fc1cc(Br)ccc1CSc1nnc2ccccn12,-14
CCC1c2ccsc2CCN1CC(=O)Nc1ccccc1C#N (stereo unspecified),-10&25
Cc1nc(SCC(=O)O)c(C#N)c(C)c1C,-3
CCCCOc1ccc(-c2nc(C=Nc3ccc(OC)cc3)c(O)o2)cc1,-9
N#CC1C(=N)Oc2n[nH]c(-c3ccc(Br)cc3)c2C1c1cccnc1 (stereo unspecified),-7
Cc1ccnn1CCC(=O)NC1CC(=O)N(Cc2ccc(F)cc2)C1 (stereo unspecified),-7

# A second format for part of the listing above:
Compound	mcGAS RapidFire
CNS(=O)(=O)c1cc(C(=O)Nc2ccc3nc(C)sc3c2)n(C)c1	-3
Clc1cccc(NC2CCOCC2)c1N1CCCC1	4
Cc1ccc(-c2nnc(NC(=O)C3CCCN(S(C)(=O)=O)C3)o2)cc1C (stereo unspecified)	9
Fc1cc(Br)ccc1CSc1nnc2ccccn12	-14
CCC1c2ccsc2CCN1CC(=O)Nc1ccccc1C#N (stereo unspecified)	-10&25
Cc1nc(SCC(=O)O)c(C#N)c(C)c1C	-3
CCCCOc1ccc(-c2nc(C=Nc3ccc(OC)cc3)c(O)o2)cc1	-9

# Later entries:
SMILES,mcGAS RapidFire
O=c1oc2ccc3ccccc3c2cc1-c1nnc(Nc2ccc(Oc3ccc(Cl)c4ccccc34)c(Cl)c2)s1,-10
CC(=O)NCCC(=O)NCc1cccnc1N1CCCCCCC1,-2
CCSc1nc(CC(=O)NCc2nc(C)cc(=O)[nH]2)cs1,-3
O=C(Nc1ccc(N2CCOCC2)cc1C(F)(F)F)N1CCCC1,-13
COc1ccc(C(=O)N2CCN(CCc3ccccc3)CC2)c(O)c1,-18
CC(C)Oc1ccc(CN2CCC2(C)C(=O)NC2CCN(C)CC2)cc1 (stereo unspecified),-7
COc1cccc2cc(-c3nc4ccccc4[nH]3)c(=Nc3ccc(C)cc3)oc12,-27
CSCc1ccc(C(=O)N2CCc3c([nH]c4ccccc34)C2c2ccccc2C)o1 (stereo unspecified),-8
Cn1c(Oc2cccnc2Cl)cc(=O)n(C)c1=O,-6
CCN(CC)Cc1cnc2c(C(=O)N3CCN(C)CC3)cnn2c1,-29
Cc1cccnc1C(C)Nc1ncnc2sc(C(=O)O)c(C)c12 (stereo unspecified),-13
CC(=O)N1CCc2c(sc(NC(=O)c3cc4cc([N+](=O)[O-])ccc4s3)c2C#N)C1,-7
Cc1cc2cc(CNS(=O)(=O)c3ccc4ccccc4c3)ccc2n1C,3
CC(C)(CNC(=O)C1CNC(=O)N1)c1cccc(C(F)(F)F)c1 (stereo unspecified),-10
CN1C2CC[C@@H]1CC(OC(=O)[C@H](CO)c1ccccc1)C2 (stereo partly specified),-3

# A draw from above in order of molecular weight, smallest number first:
SMILES,mcGAS RapidFire
Cc1cccnc1C(C)Nc1ncnc2sc(C(=O)O)c(C)c12 (stereo unspecified),-13
CC(=O)NCCC(=O)NCc1cccnc1N1CCCCCCC1,-2
Cc1cc2cc(CNS(=O)(=O)c3ccc4ccccc4c3)ccc2n1C,3

# Remaining list, next part.
SMILES,mcGAS RapidFire
CCc1ccc(CN2CCCC(CNC(=O)c3ccncn3)C2)nc1 (stereo unspecified),-24
Fc1cccc(NC2CCCN(Cc3cccn3-c3ncccn3)C2)c1 (stereo unspecified),-1
COc1cccc(NC(=O)CCC2CCN(C(=O)CCN3CCCCO3)CC2)c1,-1
C=CCN(C(=O)Nc1ccc(OC)cc1)c1nnc(-c2ccncc2)s1,-5
Cc1ccc2nc(CN(C)c3ncnc4c3CCN(C(=O)C3CC3)C4)[nH]c2c1,-12
O=C1/C(=C/c2ccc3ccccc3n2)Oc2cc(O)ccc21,19
CC(C(=O)O)n1c(Cc2ccccc2)n[nH]c1=O (stereo unspecified),-14
COc1ccc(C2Nc3ccccc3C(=O)N2Cc2ccco2)c(OC)c1 (stereo unspecified),-2
Cc1csc(C2C(=O)NC(=S)C(C#N)C23CCCCC3)n1 (stereo unspecified),-6
CN1CCN(C(c2ccc(C(F)(F)F)cc2)c2cc(Cl)c3cccnc3c2O)CC1 (stereo unspecified),-12
CCCNC(=O)C1CCN(CC(O)c2ccc(C(F)(F)F)cc2)CC1 (stereo unspecified),-14
Cc1c(C)c2ccc(OCc3nn[nH]n3)cc2oc1=O,3
NC1=NC2(CCCCC2)n2c(nc3ccccc32)N1,0
C=CCN=c1scc(-c2ccc(Br)cc2)n1N=Cc1cccnc1,-25
CC1(c2ccco2)NC(=S)N(c2ccccc2)N1 (stereo unspecified),-38
COC(=O)C(C)NC(=O)C1CCN(S(=O)(=O)c2ccc(Cl)cc2)CC1 (stereo unspecified),-4
COc1ccccc1-n1cc(C(=O)NCc2cn3nc(C)sc3n2)cn1,-18
COc1ccc2c(c1)c(=O)oc1cc(O)ccc12,-7
O=C1CCC(C(=O)N2CCN(Cc3cccnc3)CC2)CN1CC1CCCCC1 (stereo unspecified),-5
COc1ccccc1C1CNC(=O)c2nc(-c3cn(C)nc3C)[nH]c2C1 (stereo unspecified),-1
CC(=O)NCC1CCC2(CCN(c3nccc(-c4ccc(C)nc4C)n3)CC2)O1 (stereo unspecified),10
Cc1ccc(CN2CCN(CC3=Cc4cc(Cl)ccc4OC3)CC2CCO)o1 (stereo unspecified),-5
O=C(c1cc(F)ccc1Br)N1CCN(S(=O)(=O)c2ccccc2)CC1,-1
Cc1nn(-c2ccccc2)c(C)c1SCC(=O)NCC(=O)NC(C)(C)C,-10
NCc1ccccc1CN1CCN(c2ccccc2)CC1,-18
CC1(C)CN(C(=O)C(=O)Nc2ccn(-c3ccccc3)n2)CCO1,-23
CN(C)CCCN1C(=O)C2C3C=CC(C3)C2C1=O (stereo unspecified),-8
Clc1cc2c(cc1CN1CCC3(CC1)OCCCO3)OCO2,-4
COc1ccc(-c2nccn2CCc2cnc[nH]2)c(C)c1C,-20
Cc1ccccc1-n1cc(CN(C)C(=O)c2ccc(=O)[nH]n2)cn1,-18
Clc1ccc2nnn(OCc3cn4cc(Cl)ccc4n3)c2c1,-9
COC(=O)c1cccc(C(=O)Nc2cc(C3CC4CCC3C4)[nH]n2)n1 (stereo unspecified),2
Cc1sc(C)c(C2=CCCCC2)c1Br,-4
Cn1nnnc1SCC(=O)Nc1sc2c(c1C(N)=O)CCC2,-1
COc1ccc(-c2cnnc(NCc3cc(C)n(C)n3)n2)c(OC)c1,-6
Cc1ncsc1CCn1ccnc1-c1nc[nH]c1C,-6
Cn1ccn2ncc(C(=O)NC(Cn3ccnc3)c3ccccc3)c12 (stereo unspecified),-6
OCc1ccccc1-c1ccc2nc[nH]c2c1,10
N#CC(c1nc2ccccc2nc1NC1CCCCCCC1)S(=O)(=O)c1ccc(F)cc1 (stereo unspecified),-5
CCOc1ccccc1CN1CCN(Cc2ccc(CC)o2)CC1CCO (stereo unspecified),-9
CC(C)C(NS(=O)(=O)c1ccc(Cl)nc1)C(=O)N(C)C (stereo unspecified),-30
N#Cc1cccnc1NCCN1CCCc2ccccc21,-8
CCC(CC)NC(=O)CNC(=O)c1ccc(S(=O)(=O)N(CC)CC)cc1,-6
O=C(CSc1nnc(-c2cccs2)o1)NC(=O)NC1CCS(=O)(=O)C1 (stereo unspecified),-7
O=C(COC(=O)c1ccccc1F)Nc1ccc(Br)cc1Br,-2
CN(CCCNC(=O)CCC(=O)c1ccc(CCCC2CC2)cc1)c1ccccc1,-85
CCC1=NS(=O)(=O)c2cc(NC(=O)c3cccc([N+](=O)[O-])c3)ccc2N1CC(C)C,0

# For reference, part of the list above:
SMILES,mcGAS RapidFire
CCC(CC)NC(=O)CNC(=O)c1ccc(S(=O)(=O)N(CC)CC)cc1,-6
O=C(CSc1nnc(-c2cccs2)o1)NC(=O)NC1CCS(=O)(=O)C1 (stereo unspecified),-7
O=C(COC(=O)c1ccccc1F)Nc1ccc(Br)cc1Br,-2
CN(CCCNC(=O)CCC(=O)c1ccc(CCCC2CC2)cc1)c1ccccc1,-85
CCC1=NS(=O)(=O)c2cc(NC(=O)c3cccc([N+](=O)[O-])c3)ccc2N1CC(C)C,0
